NCI-60 one-dose screen, 48 h, at 10 µM unless noted. Numbers give growth in % (100 = growth as untreated, 0 = no growth, -100 = all killed).
SN12C: SN12C renal cancer cells. hit rate 3.8% among 81,000
786-0: 786-0 renal cancer cells; hit rate 5.1% among 81,000
TK-10: TK-10 renal cancer cells. hit rate 3.9% among 81,000. AID 1794769
ACHN: ACHN renal cancer | AID 1794771 | hit rate 4.9% among 81,000
NCI/ADR-RES: NCI/ADR-RES ovarian cells. hit rate 4.4% among 81,000. AID 1794790
CAKI-1: CAKI-1 renal cancer. hit rate 4.7% among 75,000
UO-31: UO-31 renal cancer. hit rate 5.2% among 81,000. AID 1794768
IGROV1: IGROV1 ovarian cancer | hit rate 4.7% among 79,000
An asterisk follows results filed as active; · = not tested or not shown; & = joins results of further samples. Rule for the calls: active = growth percent below 10; inactive = the rest.

SMILES	SN12C	786-0	TK-10	ACHN	NCI/ADR-RES	CAKI-1	UO-31	IGROV1
COc1ccc(-c2nc3cc(Cl)c(Cl)cc3n2CC(=O)N=Nc2c(O)[nH]c3ccc(Cl)cc23)cc1	23	25	61	-34*	18	14	8.7*	5.7*
O=C(Oc1ccccc1)c1cccc(C(=O)Oc2ccccc2)c1	104	104	114	94	100	95	82	98
CCOC(=O)C1=NN(c2ccccc2)C(=O)/C1=C\N1CCNC1=S	98	106	99	93	96	96	88	102
O=c1[nH]c2ccc(Cl)cc2cc1CSc1ccccc1Nc1nccc(-c2ccc(C(F)(F)F)cc2)n1	76	76	122	63	65	78	79	70
COC(=O)[C@H]1[C@H]2C[C@@H]3c4[nH]c5cc(OC)ccc5c4CCN3C[C@H]2C[C@@H](OC(=O)/C=C/c2cc(OC)c(OC)c(OC)c2)[C@@H]1OC	63	59	46	69	49	31	69	38
Cc1nn(-c2ccccc2)c2c1C1C(=C(c3ccc(Cl)cc3)N2)C(=O)Nc2ccccc21 (configuration not stated)	78	91	102	65	59	62	47	82
CCOC(=O)CSc1nnc(-c2cc3c([nH]c4ccccc43)c(-c3cccc(O)c3)n2)n1-c1ccc(Br)cc1	87	96	·	91	96	101	88	79
CC1(C)C(N)=Nc2cc(OCCCCN3Cc4ccccc4C3)c(OCC3CC3)cc21	82	65	87	88	93	56	61	79
CCC1=C2C(=O)c3ccccc3C2=C(C)S(=O)(=O)O1	107	103	143	104	109	·	83	·
Cc1c(Cl)ccc2c(C(O)CBr)cc(-c3ccccc3)nc12 (configuration not stated)	98	98	97	97	105	100	86	89
CC(=O)c1ccc(NC(=O)CSc2nnc(-c3ccncc3)n2-c2ccccc2)cc1	100	97	96	104	105	99	89	98
Nc1nc(-c2ccc(Cl)cc2)cs1	101	97	94	101	100	96	82	109
Cc1ccc(C(=O)C2=Cc3cccn3Cc3cnnn32)cc1	91	98	116	102	105	88	65	94
Cc1cc(=O)[nH]c(N/N=C/C=C/c2ccccc2)n1	100	104	119	110	109	89	99	114
COc1ccc(-c2n[nH]c(=O)c3nc(NC(=S)Nc4ccc(Cl)cc4)sc23)cc1	95	106	105	99	82	·	100	94
ClC(Cl)(Cl)C(=NNc1ccccc1)C(Cl)(Cl)Cl	89	113	117	110	102	94	70	91
O=C(N=Nc1c(O)[nH]c2ccc(Br)cc12)c1cc(-c2ccccc2)on1	100	105	108	103	103	89	90	101
Cc1cc(=O)[nH]c2c(C)cccc12	101&103&102	111&97&94	98&111&121	98&107&98	92&106&103	109&94&91	94&91&84	114&104&110
COC(=O)[C@@H]1CCc2c(SC)c(-c3ccccc3)c(O)c(=O)n21	101	101	106	102	105	97	93	90
CCN(CC)c1ccc(CNc2cc(C)nc3ccccc23)cc1	75	79	67	65	48	53	40	75
O=c1ncn(C2CCCCC2)c(=O)[nH]1	105	103	116	117	107	103	96	114
Cc1ccc(-c2nc3ccc(C(=O)N=Nc4c(O)[nH]c5ccc(Cl)cc45)cc3[nH]2)cc1	23	-43*	66	55	54	58	72	18
O=C(Nc1ccccc1)Nc1nc2ccc([N+](=O)[O-])cc2s1	2.9*	14	5.9*	3.7*	2.3*	3.5*	8.9*	20
Cc1cccc(C(=O)N(C(C)C)C(C)C)c1	96	100	87	101	102	96	94	103
COc1ccc(C(=O)/C=C/c2ccccc2)cc1S(=O)(=O)Nc1cccnc1	78	95	94	84	91	79	72	84

Further compounds follow.
SMILES	SN12C	786-0	TK-10	ACHN	NCI/ADR-RES	CAKI-1	UO-31	IGROV1
O=C(Sc1nnc(-c2sc3nnc(-c4ccccc4)c(-c4ccccc4)c3c2O)o1)c1ccccc1	93	106	114	109	75	84	105	·
O=C1CCCC(=O)N1CCCCCCN1C(=O)CCCC1=O	108	104	104	107	109	102	103	107
CCCC1(c2ccsc2)NC(=O)NC1=O (configuration not stated)	110	93	108	105	105	106	106	126
COc1cc(-c2cc(-c3nc4cc(Cl)c(Cl)cc4[nH]3)[nH]n2)cc(OC)c1OC	70	87	107	47	39	85	43	87
CCn1c(O)c(/C=N/c2ccccn2)sc1=S	97	95	104	105	106	104	85	97
C[N+](C)(C)N	100	102	100	105	111	111	85	105
CN1CCC[C@]2(C)[C@H]3CC[C@]4(C)C(=O)/C(=C/c5ccccn5)C[C@H]4[C@@H]3CC[C@@H]12	85	95	88	76	79	69	52	74
O=C(OCC(=O)c1cc2ccccc2o1)c1ccc(NS(=O)(=O)c2cccs2)cc1	98	103	104	104	113	138	89	20
Nc1nc(Cl)c(C=O)c(Cl)n1	102	105	132	105	113	97	99	113
CC(C)(C)NCCC(O)c1cc2c(Cl)cc(Cl)cc2c2cc(C(F)(F)F)ccc12 (configuration not stated)	-80*	-66*	-86*	-76*	-80*	-68*	-89*	-63*
O=S(=O)(c1ncsc1-c1ccccc1)N1CCc2ccccc2C1	97	88	105	105	97	83	93	103
COc1ccc(-c2c3c(nn2-c2ccc(S(N)(=O)=O)cc2)-c2ccc(OC)cc2CC3)cc1	87	93	99	83	89	79	55	87
CC1(C)CC[C@]2(C(=O)Nc3ccccn3)CC[C@]3(C)C(=CC[C@@H]4[C@@]5(C)Cc6c([nH]c7ccccc67)C(C)(C)[C@@H]5CC[C@]43C)[C@@H]2C1	91	95	106	94	107	89	95	103
CCCCOc1nc2ccc(C)cc2cc1/C=C/C(=O)/C=C/c1ccc(Cl)cc1	94	108	·	97	105	107	85	92
O=c1ccn(C2CCCCC2)c(=O)[nH]1	104	·	94	118	106	103	90	107
O=c1[nH]c(NCc2ccccc2)nc2nc(Nc3ccc(NC(=S)Nc4ccccc4)cc3)nc(-c3ccc(O)cc3O)c12	97	104	134	103	106	77	78	70
Cc1ccc(S(=O)(=O)N2C/C(=C\c3cc(F)cc(F)c3)C(=O)/C(=C/c3cc(F)cc(F)c3)C2)cc1	-74*	-86*	8.1*	-91*	7.2*	-7.7*	-91*	-59*
Cc1nn(-c2ccc(Cl)cc2)c(N)c1C1(O)C(=O)Nc2ccc(F)cc21 (configuration not stated)	104	112	287	114	87	80	74	92
CC(=O)O[C@H]1CC[C@]2(C)[C@H]3CC=C4[C@@H]5CC(C)(C)CC[C@]5(C(=O)N5CCN(CCC#N)CC5)CC[C@@]4(C)[C@]3(C)CC[C@H]2C1(C)C	53	47	54	28	49	35	30	39
CCCCCCCCCC(=O)OCC	104	109	101	113	102	113	92	104
CCc1c(C(=O)Nc2nc3ccccc3s2)nnn1-c1ccccc1F	85	93	109	94	86	91	80	85
O=C1CCC(C(=O)NN(c2ccccc2)c2ccccc2)N1 (configuration not stated)	98	49	83	103	111	78	86	105
O=C(Nc1cccc(-c2nc3ccccc3[nH]2)c1)c1cccc(NC(=O)c2ccco2)c1	79	67	92	86	85	78	73	86
NC(N)=NC(N)=Nc1ccc(Cc2ccc(N=C(N)N=C(N)N)cc2)cc1	101	98	·	100	101	92	96	99
COc1ccc(C2=NN(C(=O)c3cc(-c4ccc(Cl)cc4)nc4ccccc34)C(c3cc(-c4ccccc4)nn3-c3ccccc3)C2)cc1OC (configuration not stated)	81	89	128	72	86	·	68	78

The listing continues:
SMILES	SN12C	786-0	TK-10	ACHN	NCI/ADR-RES	CAKI-1	UO-31	IGROV1
Cn1c(=O)sc2ccccc21	100	95	111	101	102	94	87	102
OC(Cc1nccc2ccccc12)(c1ccccc1)c1ccccc1	99	99	97	100	106	93	76	99
COc1cc(C(=O)Nc2nc3c(cc4c5c(cccc53)CC4)s2)cc(OC)c1OC	89	95	101	86	93	86	84	114
COc1ccc(/C=C2/C(=O)NC(SCC(=O)N3CCN(c4cc5c(cc4F)c(=O)c(C(=O)O)cn5C4CC4)CC3)=NC2N)cc1 (configuration not stated)	100	101	102	105	110	92	87	104
COc1ccc(-c2nc(SC(C)C)nc(NCCc3c[nH]c4ccccc34)c2C#N)cc1	·	30	91	49	32	43	40	94
Nc1c(I)cc(C(=O)O)cc1I	101	102	·	103	103	105	86	101
CCOC(=O)c1cc(-c2ccc(Cl)cc2)n(-c2cccc(CO)c2)c1C	99	103	108	92	93	80	80	105
O=C(Nc1cc(Cl)cc2c1-c1ccc(Cl)cc1C2O)C(Cl)Cl (configuration not stated)	82	98	118	62	84	67	74	73
CC1(C)S[C@@H]2[C@H](NC(=O)[C@H](N)c3ccccc3)C(=O)N2[C@H]1C(=O)O	108	103	116	96	103	100	86	110
CCC1([N+](=O)[O-])COC(c2ccc(C)cc2)OC1 (configuration not stated)	99	109	105	109	122	96	94	100
Cc1ccc(C(C)(C)C)cc1	104	104	109	104	103	97	82	110
COc1ccc(/C=N/c2n[nH]c(-c3cccc(Cl)c3)n2)cc1	94	93	85	·	85	·	93	93
O=C1O/C(=C(/Br)c2ccccc2)c2ccccc21	107	95	106	·	100	·	93	104
Cc1cc(C(=O)Nc2ncc(Cc3ccccc3)s2)c(C)o1	83	67	58	43	62	33	48	65
Nc1cccc(N=Nc2c(S(=O)(=O)O)cc3cc(Nc4ccc5c(O)c(N=Nc6cccc(N)c6)c(S(=O)(=O)O)cc5c4)ccc3c2O)c1	99	106	122	94	103	86	72	92
O=C1N(Cc2cccc(C(F)(F)F)c2)c2ccccc2S(=O)(=O)N1c1cccnc1Cl	110	96	117	106	107	102	94	106
COc1c2c(cc3c1C(CCc1ccccc1)N(C)CC3)OCO2 (configuration not stated)	8.6*	13	33	15	1.6*	14	14	-4.1*
Fc1cccc(-c2nnc3c4[nH]ccc4ncn23)c1	101	100	103	76	·	67	74	74
COC(=O)c1nc(-c2ccc(C)cc2)oc1SCc1ccccc1	91	92	81	100	93	91	81	102
c1ccc(-c2oc(-c3ccccc3)c3ccccc23)cc1	104	101	114	104	96	75	110	109
O=C(OCc1ccccc1)c1ccccc1	117&93	96&95	102&105	98&111	100&107	90&100	65&107	87&120
CCOC(=O)/C(C#N)=N/Nc1cccc2c1C(=O)c1ccccc1C2=O	103	98	114	101	104	95	95	105
C=C[C@@H]1C[C@H](O)Cc2ccccc2N1	103	112	96	107	106	100	99	124
O=c1[nH]c(=S)[nH]c2nc(/C=C/c3ccccc3)c(/C=C/c3ccccc3)nc12	98	97	106	100	104	94	83	104
CCCc1nc2ccccn2c1Nc1ccc(C(=O)NO)cc1	86	95	95	92	85	89	83	111

Structures shown so far with two or more sulfur atoms:
SMILES	SN12C	786-0	TK-10	ACHN	NCI/ADR-RES	CAKI-1	UO-31	IGROV1
COc1ccc(-c2n[nH]c(=O)c3nc(NC(=S)Nc4ccc(Cl)cc4)sc23)cc1	95	106	105	99	82	·	100	94
O=C(Sc1nnc(-c2sc3nnc(-c4ccccc4)c(-c4ccccc4)c3c2O)o1)c1ccccc1	93	106	114	109	75	84	105	·
CCn1c(O)c(/C=N/c2ccccn2)sc1=S	97	95	104	105	106	104	85	97
O=C(OCC(=O)c1cc2ccccc2o1)c1ccc(NS(=O)(=O)c2cccs2)cc1	98	103	104	104	113	138	89	20
O=S(=O)(c1ncsc1-c1ccccc1)N1CCc2ccccc2C1	97	88	105	105	97	83	93	103
Nc1cccc(N=Nc2c(S(=O)(=O)O)cc3cc(Nc4ccc5c(O)c(N=Nc6cccc(N)c6)c(S(=O)(=O)O)cc5c4)ccc3c2O)c1	99	106	122	94	103	86	72	92

Following part:
SMILES	SN12C	786-0	TK-10	ACHN	NCI/ADR-RES	CAKI-1	UO-31	IGROV1
Cn1cc(-c2cc3nc(-c4c[nH]c5ccc(F)cc45)cc(N)n3n2)c2ccccc21	103	90	93	102	104	97	108	109
COc1ccc(NS(=O)c2ccc(-c3ccccc3)cc2)cc1 (configuration not stated)	88	102	92	90	102	88	78	104
Cc1ccc(C(=O)C[n+]2ccccc2)c(O)c1	97	94	105	95	105	97	87	112
CC(C)Cc1cc(CNC(=O)C2[C@H]3CN(C(=O)c4ccccc4)C[C@@H]23)nn1-c1ccccc1 (some centres not stated)	99	99	73	92	94	·	75	107
CC(=O)c1cc2ccc(COC(=O)Nc3ccc(Cl)cc3)cc2oc1=O	93	104	89	73	93	·	79	79
CCOc1ccc(C(C)=O)cc1	103	105	·	106	105	104	99	118
CC(=O)N1CCC[C@]2(C)[C@H]3CC=C4[C@@H]5CC(C)(C)CC[C@]5(C(=O)N5CCN(C)CC5)CC[C@@]4(C)[C@]3(C)CC[C@H]2C1(C)C	86	87	100	99	94	92	73	99
Cn1ncc(CC(=O)O)c1NS(=O)(=O)c1ccccc1N	98	98	99	111	95	87	85	97
OCC1NCCCC1O (configuration not stated)	106	98	113	106	99	100	92	117
CC(=O)n1c2c(c3ccccc31)CCCC2	103	96	102	108	110	94	81	86
COc1cccc(/C=c2\sc3ncnn3c2=O)c1OC(C)=O	88	93	102	105	101	97	87	79
COc1ccccc1CNCCCN1C(=O)c2ccc3c4c(ccc(c24)C1=O)C(=O)N(CCCNCCCCN)C3=O	-39*	0.2*	-1.8*	7.8*	42	34	11	8.5*
CC(C)N1CCN(Cc2ccc3c(NNC(=O)c4ccccc4)nc4cc(F)ccc4n23)CC1	17	34	36	11	6.2*	12	8.4*	21
Clc1nn2c(Cn3cnc4c(Nc5ccccc5)ncnc43)nnc2c2ccccc12	85	93	126	64	84	85	62	69
O=C(O)c1ccc(-c2nn(-c3ccc(C(=O)O)cc3)cc2CNc2ccc3c(c2)OCO3)cc1	104	97	114	102	101	·	82	99
COc1cc(CN/C=C2\C[C@@H](C(=O)NCc3ccc(Cl)cc3Cl)NC2=O)cc(OC)c1OC	100	107	102	105	103	102	99	111

Of the compounds above, 3 contain a thiophene ring, fused or not.
SMILES	SN12C	786-0	TK-10	ACHN	NCI/ADR-RES	CAKI-1	UO-31	IGROV1
O=C(Sc1nnc(-c2sc3nnc(-c4ccccc4)c(-c4ccccc4)c3c2O)o1)c1ccccc1	93	106	114	109	75	84	105	·
CCCC1(c2ccsc2)NC(=O)NC1=O (configuration not stated)	110	93	108	105	105	106	106	126
O=C(OCC(=O)c1cc2ccccc2o1)c1ccc(NS(=O)(=O)c2cccs2)cc1	98	103	104	104	113	138	89	20

Source: PubChem BioAssay (NCI)
